Source: PubChem BioAssay
CHRM1 PAM: potentiates human M1 receptor response to acetylcholine; P11229; CHO-K1 hM1, Fluo-8 calcium fluorescence, ACh EC20; 0% = ACh EC20, 100% = maximal ACh; activation, % at 3 µM; 360,000 tested, 0.088% active; in the data active = activation above about 19%, passing the limit was not always enough
Target sequence (P11229 whole entry, looked up): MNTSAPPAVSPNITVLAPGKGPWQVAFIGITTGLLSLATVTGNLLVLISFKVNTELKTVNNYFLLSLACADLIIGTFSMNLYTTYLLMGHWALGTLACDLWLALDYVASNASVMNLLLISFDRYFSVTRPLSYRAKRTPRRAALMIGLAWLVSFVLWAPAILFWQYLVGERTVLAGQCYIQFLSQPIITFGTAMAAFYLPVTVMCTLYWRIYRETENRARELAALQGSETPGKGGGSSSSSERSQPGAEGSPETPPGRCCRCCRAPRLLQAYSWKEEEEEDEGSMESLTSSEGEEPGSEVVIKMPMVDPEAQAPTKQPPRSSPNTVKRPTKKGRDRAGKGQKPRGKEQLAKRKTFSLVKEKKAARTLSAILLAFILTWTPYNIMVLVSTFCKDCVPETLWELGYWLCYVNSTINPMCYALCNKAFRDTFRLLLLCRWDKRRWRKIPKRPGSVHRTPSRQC
CHRM4 agonist: CHRM4 agonism in calcium assay; activation, % at 3 µM; AID 624127; CHO-K1 hM4/Gqi5, Fluo-8 calcium fluorescence; vehicle 0%, full acetylcholine response 100%; 360,000 tested, 0.14% active; P08173;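 active = activation above the run mean over all test wells plus 3 SD, cut at about 32% in these data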;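 also: peak over basal fluorescence ratio per well then scaled between controls; 0% = DMSO wells and 100% = acetylcholine at EC100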
Target sequence (P08173 whole entry, looked up): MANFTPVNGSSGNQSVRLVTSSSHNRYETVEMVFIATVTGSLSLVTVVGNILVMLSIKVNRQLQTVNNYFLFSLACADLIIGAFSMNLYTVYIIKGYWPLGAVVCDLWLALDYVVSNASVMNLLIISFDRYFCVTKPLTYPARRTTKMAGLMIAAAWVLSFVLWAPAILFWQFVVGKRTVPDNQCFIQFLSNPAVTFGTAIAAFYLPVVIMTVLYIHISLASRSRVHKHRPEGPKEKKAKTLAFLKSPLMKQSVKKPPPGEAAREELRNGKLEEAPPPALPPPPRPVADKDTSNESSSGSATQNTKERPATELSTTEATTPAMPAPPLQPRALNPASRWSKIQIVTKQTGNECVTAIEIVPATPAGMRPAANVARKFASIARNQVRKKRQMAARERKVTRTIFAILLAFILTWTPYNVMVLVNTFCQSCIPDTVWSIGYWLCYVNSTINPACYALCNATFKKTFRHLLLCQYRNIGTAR
M5 PAM: CHRM5 positive allosteric modulation | P08912 | CHO-K1 hM5, Fluo-8 calcium, ACh EC20 PAM; 0% = ACh EC20, 100% = ACh EC100 | activation, % at 3 µM | 360,000 tested, 0.3% active | AID 624038;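 active = activation above the run cutoff, the mean activation of all test compounds plus 3 SD, cut at about 18% in these data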
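Probe or stimulus: acetylcholine, EC20 level; Assay system: human M5 receptor in CHO-K1 cells; Schedule: compound preincubation 140 s before EC20 acetylcholine addition; Technique: intracellular calcium via Fluo-8 fluorescence; Dosing: single-point, 3 µM nominal; Read-out basis: percent activation from peak-over-basal fluorescence ratio, scaled EC20-to-EC100 acetylcholine; Repeats: one well per compound, no replicates.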
CHRM5 agonist: CHRM5 agonism in calcium assay; P08912; CHO-K1 hM5 cells, Fluo-8 calcium fluorescence; 0% DMSO wells, 100% maximal acetylcholine response; activation, % at 3 µM; 360,000 tested, 0.19% active;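 active = activation above the run's mean over test compounds plus 3 SD, cut at about 23% in these data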;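 also: signal is peak over basal fluorescence ratio across the kinetic read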
M4 antag: antagonists of human muscarinic M4 receptor (CHRM4) | P08173 | CHO-hM4 cells, ACh EC80, Fluo-8 calcium fluorescence | inhibition, % at 3 µM | 360,000 tested, 0.73% active;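 active = inhibition above its plate's cutoff, the mean inhibition of sample wells plus 3 SD, cut at about 27% in these data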;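 also: 0% = acetylcholine EC80 with DMSO and 100% = DMSO without agonist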
CHRM4 PAM: potentiates acetylcholine response at human M4 receptor | activation, % at 3 µM | CHO-K1 hM4/Gqi5, Fluo-8 calcium fluorescence, ACh EC20; 0% = ACh EC20, 100% = maximal ACh | 360,000 tested, 0.4% active | AID 624126;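 active = activation above its plate's cutoff, the mean activation of sample wells plus 3 SD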; also: some results filed as inactive read as strong as hits
CRFBP-R2 agonist: agonists of human CRF-binding protein/CRF-R2 receptor complex; HEK293 CRF-R2/CRF-BP, calcium dye fluorescence (FLIPR); percent of saturating CRF peptide response; activation, % at 13.2 µM; 350,000 tested, 0.46% active;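 active = activation of at least 50%, plus an integration ratio under a set limit after plate pattern correction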;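 also: plate controls were neutral control wells without compound for no effect and CRF at EC100 for full effect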
CRFR2-BP antag: antagonists of CRF-binding protein/CRF-R2 receptor complex; HEK293 CRF-R2/CRF-BP, CRF-induced calcium fluorescence; inhibition, % at 11.8 µM; 350,000 tested, 0.59% active; AID 588475;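 active = inhibition of the ligand-induced calcium signal above about 50% at the single tested concentration, limit read from the data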
CHRM5 antagonist: blocks acetylcholine activation of human M5 receptor; inhibition, % at 3 µM; AID 624040; CHO-hM5 cells, Fluo-8 calcium fluorescence, ACh EC80; 360,000 tested, 0.59% active; P08912;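 active = inhibition above a per-plate cutoff, the mean of that plate's test compounds plus 3 SD, cut at about 27% in these data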;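 also: 0% = acetylcholine EC80 with DMSO and 100% = DMSO without agonist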
The depositor's hits bear a star; x = no result given. Rows are unselected, and some 2.6% of all compounds hit somewhere here.

entry	canonical_smiles	CHRM1 PAM	CHRM4 agonist	M5 PAM	CHRM5 agonist	M4 antag	CHRM4 PAM	CRFBP-R2 agonist	CRFR2-BP antag	CHRM5 antagonist
1	O=[N+]([O-])c1ccc(N=Nc2ccc(O)c3ccccc23)cc1	10	3	-10	7	-6	6	0.8	12	20
2	CCCNC(=O)Nc1nc2ccccc2s1	7	1	9	-1	7	6	0.4	-10	7
3	O=C(c1ccco1)N1CCN(C(=O)c2ccc(COc3ccc(Cl)cc3Cl)o2)CC1	5	3	-4	-1	-7	3	1.3	26	1
4	CC1CCC(NC(=O)COC(=O)C2=NN(c3ccccc3)C(=O)CC2)CC1 (stereo not drawn)	8	1	-2	0	-18	8	1.0	0	8
5	Cc1sc(NC(=O)c2ccccc2)c(C#N)c1-c1ccccc1	3	3	6	1	0	11	0.4	-52	3
6	Cc1cc(C)n2nc(SCC(=O)Nc3ccc(F)cc3[N+](=O)[O-])nc2n1	5	2	-1	1	5	1	-0.2	12	3
7	CC(=O)c1cccc(-n2c(CCC(=O)O)ccc2-c2ccc(C)cc2)c1	2	1	1	0	-8	4	-0.4	28	-4
8	CCOC(=O)C1=C(C)N(C2CCCCC2)C(=O)C1	2	-1	0	-3	1	1	-3.4	11	4
9	O=C(C1CC(=O)N(C2CCCC2)C1)N1CCC(Cc2ccccc2)CC1 (stereo not drawn)	-2	5	-4	6	9	-2	-2.5	14	-6
10	Cc1cc(C)cc(NC(=O)CN2CCN(C(=O)C3CCCO3)CC2)c1 (stereo not drawn)	3	1	-2	1	-4	9	0.2	4	-1
11	Cc1c(Cc2ccccc2)c(=O)oc2c(O)c(O)ccc12	-4	8	-2	3	0	5	-6.3	-47	8
12	CN(c1ccccc1)S(=O)(=O)c1cccc(C(=O)OCC(=O)Nc2ccc3[nH]c(=O)[nH]c3c2)c1	4	0	7	1	3	0	-0.5	4	3
13	COC(=O)c1ccc(N2C(c3cc(OC)cc(OC)c3)=Cc3ccc(-c4cccnc4)cc3C2CC(=O)C2CC2)cc1 (stereo not drawn)	x	1	3	0	-3	4	x	x	-2
14	Cc1cc(/C=C2\SC(=O)N(C)C2=O)c(C)n1-c1ccc(O)cc1	1	2	16	8	-3	-1	-0.3	4	-26
15	Cc1cccnc1CCNC(=O)CC1C(=O)NCCN1CC1CCCCC1 (stereo not drawn)	9	2	13	0	-11	13	-1.0	15	-2
16	Cc1ccc(S(=O)(=O)N2CCN(C(=O)COC(=O)CCc3ccccc3)CC2)c(C)c1	-3	19	-22	2	1	-5	0.5	-2	4
17	COc1cc(CNCc2ccccc2)c(Br)cc1OC1CCCC1	4	4	-3	0	-4	2	-4.3	-35	7
18	CC(C)CC(=O)NC(=S)Nc1ccc(S(=O)(=O)NC(C)(C)C)cc1	3	8	1	3	5	10	-0.5	-24	-2
19	C[C@@H]1CN([C@H](C)CO)C(=O)CCCn2nncc2CO[C@@H]1CN(C)C(=O)Cc1ccccc1	9	0	-1	0	-12	9	0.2	10	7
20	CCN(CC(=O)Nc1c(F)cccc1F)C(=O)CCc1c[nH]c2ccccc12	9	3	-1	1	-2	-2	-2.1	6	5

entry	canonical_smiles	CHRM1 PAM	CHRM4 agonist	M5 PAM	CHRM5 agonist	M4 antag	CHRM4 PAM	CRFBP-R2 agonist	CRFR2-BP antag	CHRM5 antagonist
21	COc1ccc(CCNC(=O)CS(=O)(=O)c2cn(CC(=O)N3CCOCC3)c3ccccc23)cc1OC	4	0	-5	2	3	-9	0.0	28	0
22	N/C(=N\OC(=O)c1ccccc1F)c1ccc([N+](=O)[O-])cc1	-9	1	-4	-1	7	-1	-1.1	8	11
23	O=C(CCC(=O)c1ccccc1)Nc1ccccc1	9	1	2	0	-1	-1	0.3	-3	-2
24	CCOc1ccc(NC(=O)CC2C(=O)N(c3ccccc3)C(=O)N2CCOC)cc1 (stereo not drawn)	3	6	-4	2	-21	5	0.1	16	1
25	CCOC(=O)C1CCN(Cc2cnc(Oc3ccc(Cl)cc3C)s2)CC1	-6	-1	-8	-7	1	-9	-0.3	5	2
26	Cc1ccc(C(=O)N2CCOCC2)cc1S(=O)(=O)N1CCCC1	5	0	4	-2	2	3	1.0	-15	0
27	Cc1ccc(S(=O)(=O)N=C2SCCCS2)cc1	-1	2	0	-6	-10	8	-2.0	-11	-5
28	COC(=O)[C@@H](NC(=O)NCc1ccccc1Cl)C(C)C	9	0	1	-2	0	-4	0.4	22	4
29	CC(=O)N1CCOc2ccc(S(=O)(=O)N3CCC(C(=O)NCc4ccc(C)cc4)CC3)cc21	6	1	-6	-4	4	1	2.4	53*	23
30	Nc1nc(-c2sc3nc4c(cc3c2N)CCCC4)nc(N2CCOCC2)n1	-1	2	-6	0	2	2	1.1	8	6
31	CCN1N=C(c2cc(Cl)sc2Cl)CSC1=O	4	-2	2	-13	-6	7	-2.2	-22	-10
32	CCOC(=O)[C@@H]1[C@H]2COc3ccccc3[C@@H]2N2C(=O)N(c3ccc(Cl)cc3)C(=O)[C@]12C	-2	0	2	-2	-6	6	0.8	-3	7
33	CCCCn1nnnc1C1(C)CCC(=O)N1CC1CCCCC1 (stereo not drawn)	x	3	-1	4	-3	5	x	x	-4
34	O=C(Nc1ccc(F)cc1)C1CCN(S(=O)(=O)c2cccs2)CC1	1	7	-10	3	-4	-7	-0.2	-2	-7
35	O=C(c1ccc(Br)cc1)c1sc(N2CCOCC2)nc1-c1ccccc1	1	0	4	1	4	-7	3.1	2	13
36	CC1=C(C(=O)N2CCCCCC2)CC(CC(=O)NCCN2CCOCC2)C(=O)N1Cc1ccc(F)cc1 (stereo not drawn)	x	1	-6	0	4	4	x	x	-1
37	COc1cccc(CNC(=O)[C@@H]2CCCN2C(=O)[C@@H]2CCCN2C(=O)c2c(F)cccc2F)c1	x	1	-1	1	-13	13	x	x	-1
38	CCOc1ccc(CCn2c(-c3ccco3)nc3ccccc3c2=O)cc1OCC	-8	14	-12	1	11	-16	-0.7	-3	8
39	O=C(CN1C(=O)S/C(=C/C=C/c2ccccc2)C1=O)Nc1ccc(C(=O)O)cc1	-2	-1	-1	0	6	9	-0.3	-9	0
40	CSCC[C@H](NC(=O)C1CCN(C(=O)[C@@H](N)Cc2ccccc2)CC1)C(=O)O	9	1	0	-3	0	1	0.7	1	0

Molecules from the list above that contain a furan ring, fused or not (2):
entry	canonical_smiles	CHRM1 PAM	CHRM4 agonist	M5 PAM	CHRM5 agonist	M4 antag	CHRM4 PAM	CRFBP-R2 agonist	CRFR2-BP antag	CHRM5 antagonist
3	O=C(c1ccco1)N1CCN(C(=O)c2ccc(COc3ccc(Cl)cc3Cl)o2)CC1	5	3	-4	-1	-7	3	1.3	26	1
38	CCOc1ccc(CCn2c(-c3ccco3)nc3ccccc3c2=O)cc1OCC	-8	14	-12	1	11	-16	-0.7	-3	8

Next section.
entry	canonical_smiles	CHRM1 PAM	CHRM4 agonist	M5 PAM	CHRM5 agonist	M4 antag	CHRM4 PAM	CRFBP-R2 agonist	CRFR2-BP antag	CHRM5 antagonist
41	CCOC(=O)Cc1nnc(NC(=O)CSc2ccc(C)cc2)s1	10	1	-3	15	1	14	0.3	-24	-1
42	CCOc1cc(/C=C(\C#N)C(=O)Nc2ccccn2)ccc1O	3	2	0	1	9	-9	3.3	-13	7
43	COCCNc1nnc(SCC(=O)NNC(=O)c2ccccc2)s1	7	4	1	-6	-13	19*	4.0	7	-13
44	O=C1C2C3CC(C2C(=O)N1c1cccc(Cl)c1)[C@H](O)C3O (stereo partly drawn)	9	0	9	3	1	-1	1.1	-12	14
45	CCn1cc(Br)c(C(=O)NC(=S)Nc2ccc(C(=O)OC)cc2)n1	4	0	5	-1	-4	-3	3.4	-7	-2
46	CC(C)CN(C(=O)COC(=O)c1nc(Cl)ccc1Cl)c1c(N)n(Cc2ccccc2)c(=O)[nH]c1=O	9	1	-6	-5	-8	4	-1.1	-9	19
47	COc1ccc(C)cc1NC(=O)n1ncc2c(C)cccc21	15	1	2	-1	2	-3	-1.6	9	10
48	Cc1cc(C)n2cc(CSC3=NCCS3)nc2n1	9	1	-1	2	6	13	-1.5	1	-3
49	C#CCSc1nc(-c2ccccc2)cc(C(F)(F)F)c1C#N	3	1	-6	-14	2	-1	11	-15	2
50	CN(CC(=O)Nc1ccccc1Br)C(=O)CCC1CCCC1	-1	1	-9	-6	10	-4	-8.1	-13	21

Compounds from the list above containing a cyano group, in the order listed:
entry	canonical_smiles	CHRM1 PAM	CHRM4 agonist	M5 PAM	CHRM5 agonist	M4 antag	CHRM4 PAM	CRFBP-R2 agonist	CRFR2-BP antag	CHRM5 antagonist
5	Cc1sc(NC(=O)c2ccccc2)c(C#N)c1-c1ccccc1	3	3	6	1	0	11	0.4	-52	3
42	CCOc1cc(/C=C(\C#N)C(=O)Nc2ccccn2)ccc1O	3	2	0	1	9	-9	3.3	-13	7
49	C#CCSc1nc(-c2ccccc2)cc(C(F)(F)F)c1C#N	3	1	-6	-14	2	-1	11	-15	2

Record cards, from the list above. Order of screens: CHRM1 PAM, CHRM4 agonist, M5 PAM, CHRM5 agonist, M4 antag, CHRM4 PAM, CRFBP-R2 agonist, CRFR2-BP antag, CHRM5 antagonist
O=C(CCC(=O)c1ccccc1)Nc1ccccc1 is listed with 9, 1, 2, 0, -1, -1, 0.3, -3, -2
O=C(c1ccco1)N1CCN(C(=O)c2ccc(COc3ccc(Cl)cc3Cl)o2)CC1 is listed with 5, 3, -4, -1, -7, 3, 1.3, 26, 1
COC(=O)[C@@H](NC(=O)NCc1ccccc1Cl)C(C)C is listed with 9, 0, 1, -2, 0, -4, 0.4, 22, 4
